S3 lipid droplet: qHTS Assay for Lipid Storage Modulators in Drosophila S3 Cells; lipid storage change, negative = inhibition, % at the top dose, mostly 46.1 µM; hits show Potency in µM; 0.64% of 320,000 active; Drosophila S3 cells, BODIPY lipid droplet fluorescence, 18-24 h; cells fed with added oleic acid; active = well fitted inhibition curve with a large enough effect in the signal ratio, with a control signal flat, not every such curve was filed as active; inconclusive = small, poorly fitted or top-dose-only effect, or effect the other way, or a change in a side signal; the % refers to the signal ratio
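Drosophila S3 cells got compounds at several concentrations plus oleic acid (400 uM solution). Laser-scanning cytometry with 488 nm excitation read lipid droplets at 500-530 nm and cells at 575-640 nm. Percent activity was relative to 20 uM Triacsin C.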
S3 lipid droplet cell count max: second read-out of S3 lipid droplet, no call of its own (marks repeat the call); cell number change, %; measured here: cell count max response;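 cells counted by Cell Tracker Red CMTPX staining in the red channel; peak over a dose series mostly up to 46.1 µM; percent activity relative to internal control wells on each plate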
* = called active by the depositor; i = inactive; ? = inconclusive; . = not tested or not shown; [ ] = remark or other dose. % is set by controls: 0 for no effect and ±100 for the full control effect; potency is the fitted concentration of half-maximal effect. An excerpt; count on the stated rates, not on these rows.

SMILES	S3 lipid droplet	S3 lipid droplet cell count max
NC(=O)c1cc(-c2ccccc2)nc(Oc2ccccc2)n1	?	.
Cc1cc(C)c(C(=O)COc2cccnc2[N+](=O)[O-])cc1C	?	.
c1ccc(CN2CCOCCOCCOCCOCCOCCOCC2)cc1	4%	1
CC(C)OC(=O)c1cccnc1SCc1cc(=O)n2ccccc2n1	?	.
COC(=O)c1c(NC(=O)Cc2ccccc2)sc(C)c1C	?	.
CCN1C(=O)C(=O)N(CC(=O)Nc2ccccc2OC(F)F)C1=O	-10%	-6
COc1cc(/C=C2\C(=N)N3N=C(S(C)(=O)=O)SC3=NC2=O)ccc1OC(=O)c1ccco1	i	.
CCc1cc(C(=O)N2CCCC(C(=O)c3ccc(OC)c(F)c3)C2)n(C)n1 (centres undefined)	i	.
O=C(CC(C(=O)O)c1ccc(Cl)cc1Cl)c1ccc(Cl)cc1 (centres undefined)	?	.
COc1ccc(OC)c(S(=O)(=O)N2Cc3ccccc3CC2C(=O)O)c1 (centres undefined)	-10%	-8
O=C(CSc1ccccc1)Nc1cccc(S(=O)(=O)N2CCCCC2)c1	10%	-8
CC1=C(C(=O)OC(C)C)C(c2ccccc2Cl)CC(=O)N1 (centres undefined)	?	.
CCOC(=O)N1CCN(CCc2ccccc2)CC1	12%	15
Cc1ccccc1C(=O)N1CCN(C(c2ccccc2)c2ccccc2)CC1	-2%	4
COc1cccc(CNC(=O)CSCc2cnn(-c3ccccc3)c2-n2cccc2)c1OC	?	.
Cc1nn(Cc2cccc(C(=O)NC3CCCCC3)c2)c(C)c1Cl	-16%	-10
COc1ccccc1/C=N/OCc1cc(C(C)=O)ccc1OC	?	.
O=C(NCCCN1CCOCC1)C1CCN(S(=O)(=O)c2cccc(C(F)(F)F)c2)CC1	?	.
Cc1oc(-c2ccccc2Cl)nc1CS(=O)(=O)CC(=O)NC1CCCC1	?	.
Cc1cccc(NC(=O)c2ccccc2-c2ccccc2)c1	15%[9.22 µM]	12
COc1ccc(C(=O)CCC(=O)Nc2ccc(N3CCN(C)CC3)cc2)cc1OC	?	.
NC(=O)c1nsnc1-c1ccccc1O	?	.
NS(=O)(=O)c1cc(C(=O)OCC(=O)NC2CCCCCCC2)ccc1Cl	-3%	-13
Cc1ccc(-c2nc3ccccc3n2C)o1	?	.
COc1ccc(C(=O)N2CCCN(C)CC2)cc1S(=O)(=O)N(C)Cc1ccccc1	?	.
O=C(CS(=O)(=O)Cc1ccccc1)Nc1nc2c(s1)CCCC2	?	.
N#Cc1ccc(OCC(=O)Nc2cccc(S(=O)(=O)NC3=NCCCCC3)c2)cc1	?	.
Cc1cc(Nc2ccccc2)n(-c2ccccc2)n1	i	.
NC(=O)c1ccccc1NC(=O)CCCN1C(=O)CCC1=O	?	.
CC(=O)N1c2ccc(S(=O)(=O)N3CCCCC3)cc2CC1C(=O)NCc1cccc(Cl)c1 (centres undefined)	i	-16
COc1ccc(NC(=O)CN(C)S(=O)(=O)c2ccc3[nH]c(=O)oc3c2)cc1	?	.
CCOc1ccc(NC(=O)CSc2nnc(-c3ccccc3)n2N)cc1	?	.
COc1ccc(-c2ccc(OC)c([C@H]3[C@H]4C=CC[C@@H](C)[C@@H]4C(=O)N3Cc3ccccc3)c2)cc1	1%	0
COc1ccccc1C(=O)N1CCCN(C(=O)c2ccccc2OC)CC1	21%	-1
COc1cccc(/C=N/NC(=O)c2[nH]c(C)c(C(=O)N/N=C/c3cccc(OC)c3O)c2C)c1O	?	.
Fc1ccc(-n2cc(CNCCc3ccncc3)c(-c3ccccc3Cl)n2)cc1	?	.
CCN(CC)c1ccc(/C=N/n2c(C)nc3ccccc3c2=O)cc1	2%	12
C#CCn1c(=NC(=O)c2ccc(Br)s2)sc2cc(NC(C)=O)ccc21	4%	6
COc1ccc(CNC(=O)C2CCCN(S(=O)(=O)c3ccc(-n4cnnn4)cc3)C2)cc1 (centres undefined)	i	9
CC(Oc1ccc(Cl)cc1Cl)C(=O)N(C)c1ccccc1 (centres undefined)	0%	0
O=C1S/C(=C\c2ccc(N3CCOCC3)o2)C(=O)N1Cc1ccc(F)cc1	-7%	6
COC(=O)c1ccccc1C(=O)N1CCC(CCC(=O)NC2CC2)CC1	i	7
COc1ccc(Cl)cc1S(=O)(=O)Nc1noc2ccccc12	3%	15
c1ccc(CN2CCOCCOCCOCC2)cc1	-2%	-1
Cc1c(CNC(=O)c2nn3c(c2Cl)NC(c2ccccc2)CC3C(F)(F)F)cnn1C (centres undefined)	?	.

Looked up one by one from the entries so far (three):
SMILES	S3 lipid droplet	S3 lipid droplet cell count max
c1ccc(CN2CCOCCOCCOCC2)cc1	-2%	-1
COc1ccc(CNC(=O)C2CCCN(S(=O)(=O)c3ccc(-n4cnnn4)cc3)C2)cc1 (centres undefined)	i	9
O=C1S/C(=C\c2ccc(N3CCOCC3)o2)C(=O)N1Cc1ccc(F)cc1	-7%	6

Quoted from the listing:
Reading for `COc1ccc(CNC(=O)C2CCCN(S(=O)(=O)c3ccc(-n4cnnn4)cc3)C2)cc1` (centres undefined) under S3 lipid droplet cell count max: 9
Reading for `C#CCn1c(=NC(=O)c2ccc(Br)s2)sc2cc(NC(C)=O)ccc21` under S3 lipid droplet: 4%

New compounds follow
SMILES	S3 lipid droplet	S3 lipid droplet cell count max
Cc1nc(N)c(C#N)c(-c2ccc3c(c2)OCO3)c1C	?	.
CCOc1cc(C(=O)NC(C)CCc2ccccc2)cc(OCC)c1OCC (centres undefined)	?	.
C=Cc1ccc2c(c1)OCCOCCOCCOCCOCCO2	14%	-9
NC(=O)c1ccc(NC(=O)C2CC(=O)N(c3ccc4c(c3)OCCO4)C2)cc1 (centres undefined)	?	.
COc1ccc(C(C)(C)C)cc1NC(=O)c1[nH]c(C)c(C(C)=O)c1C	-22%	2
O=C(NCCS(=O)(=O)N1CCN(c2ccccc2)CC1)C1CC(=O)N(c2ccc(F)cc2)C1 (centres undefined)	i	-3
CCCCn1c(CN2CCN(c3cccc(Cl)c3)CC2)nc2c1c(=O)n(C)c(=O)n2C	i	.
CCN(CC)c1ncnc2c1cnn2Cc1ccc(Cl)cc1	21%	0
O=C(COC(=O)C1CCC1)c1c[nH]c2ccccc12	i	.
Cc1ccc(C)c(NC(=S)/C(=C(\[O-])c2ccc(OC(F)F)cc2)[n+]2ccccc2)c1	-20%	-4
O=C(CNS(=O)(=O)c1ccccc1)NNC(=O)C(Cl)Cl	i	.
O=C(O)C1(c2ccccc2)CCC(Nc2ccccc2)C1 (centres undefined)	?	.
Nc1cccc(S(=O)(=O)Nc2ccccc2)c1	20%	-1
CN(Cc1nc(Cc2cccc(F)c2)no1)CC1CCOCC1	-15%	-15
CCOC(=O)/C(C#N)=C/c1ccc(-c2ccsc2C(=O)OC)o1	-1%	-16
C=CCC1(CC=C)CCCN1Cc1nc(COc2ccccc2)no1	?	.
Cc1oc2c(CN3CCCC3)c(O)ccc2c(=O)c1-c1ccc(Br)cc1	7%	-13
CCN(Cc1nc2cc(Cl)ccc2c(=O)[nH]1)C(=O)c1cccc(NC(=O)c2cccs2)c1	?	.
O=C(N[C@@H](Cc1ccccc1)C(=O)N[C@@H](Cc1ccccc1)C(=O)O)OCc1ccccc1	?	.
COc1ccc(CCNC(=O)Cn2c(=O)n(-c3ccc(F)cc3)c(=O)c3sccc32)cc1OC	1%	19
O=C(CO/N=C/c1ccccc1)N1c2ccccc2Oc2ccccc21	5%	2
O=C(N/N=C/c1ccccc1F)c1cc2c(ccc3ccccc32)o1	?	.
O=C(NCc1cccnc1)Nc1cccc([N+](=O)[O-])c1	i	6
CN(CC(=O)Nc1cccc(F)c1)C(=O)CCCc1c[nH]c2ccccc12	?	.
CC(=O)c1c(C)[nH]c(C(=O)Nc2ccc(Cl)c(S(=O)(=O)N3CCOCC3)c2)c1C	-9%	-11
CC(=O)Oc1ccccc1C(=O)Nc1ccccc1C(=O)N1CCCCC1	-32%	-20
CSc1cc(-c2ccccc2)n(Cc2ccc(Cl)cc2Cl)c(=O)c1C#N	?	.
COc1cccc(COC(=O)c2ccc(S(=O)(=O)N3CCC(C)CC3)cc2)c1OC	?	.
COc1cc(OC)c(C(=O)NC2CC(C)(C)NC(C)(C)C2)cc1OC	?	.
CCCNS(=O)(=O)c1ccc(CCC(=O)Nc2ccc3c(c2)OCCO3)cc1	?	.
Cc1ccccc1-n1c(SCC(=O)c2c(N)n(C)c(=O)n(C)c2=O)nnc1-c1cccnc1	-5%	7
O=C(NN1CCOCC1)c1ccc([N+](=O)[O-])cc1	7%	16
CCN(CC)c1ccc2c(cc1=O)[C@@H](NC)CCc1cc(OC)c(OC)c(OC)c1-2	?	.
CCOC(=O)c1nc2sc3c(c2c(=O)[nH]1)CCC(C)C3 (centres undefined)	14%	5
O=C(O)c1cc2n(n1)C(C(F)(F)F)CC(c1ccccc1)N2 (centres undefined)	?	.
O=C(C[n+]1cc(-c2ccc(Cl)c(Cl)c2)n2c1CCC2)c1cccs1	?	.
COC(=O)/C=C1/SC(=Nc2ccc(Cl)c(Cl)c2)NC1=O	19%	7
COc1cccc(C2C(C(=O)c3ccc(C)o3)=C(O)C(=O)N2c2cc(C)on2)c1 (centres undefined)	?	.
CCOC(=O)CSc1ccc(S(=O)(=O)N2CCC(C)CC2)cc1[N+](=O)[O-]	9%	-1
CC1CCCCC1NC(=O)c1nnc(Cc2ccc(Cl)cc2)o1 (centres undefined)	5%	-1
CCn1c2ccccc2c2cc(NC(=O)Cc3ccc(S(=O)(=O)N4CCOCC4)s3)ccc21	?	.
O=C(CSc1nnc(-c2csc3c2CCCC3)o1)Nc1ccccc1	?	.
CN(c1ccccc1)S(=O)(=O)c1ccc(C(=O)OCC(=O)NC(N)=O)cc1	-5%	-3
O=C(Oc1ccc(Cl)c2cccnc12)C12CC3CC(CC(C3)C1)C2	-20%	17
COc1c(Br)cc([N+](=O)[O-])c(OC)c1C(=O)NC(=O)Nc1nc(C)cc(C)n1	?	.

Arranged by number of heavy atoms (high to low): some entries from above
SMILES	S3 lipid droplet	S3 lipid droplet cell count max
CCN(CC)c1ccc2c(cc1=O)[C@@H](NC)CCc1cc(OC)c(OC)c(OC)c1-2	?	.
COc1c(Br)cc([N+](=O)[O-])c(OC)c1C(=O)NC(=O)Nc1nc(C)cc(C)n1	?	.
CCOC(=O)CSc1ccc(S(=O)(=O)N2CCC(C)CC2)cc1[N+](=O)[O-]	9%	-1
O=C(Oc1ccc(Cl)c2cccnc12)C12CC3CC(CC(C3)C1)C2	-20%	17
CCOC(=O)c1nc2sc3c(c2c(=O)[nH]1)CCC(C)C3 (centres undefined)	14%	5

Entries of single compounds, quoted from the list:
O=C(NN1CCOCC1)c1ccc([N+](=O)[O-])cc1 as listed: S3 lipid droplet = 7%; S3 lipid droplet cell count max = 16
CCn1c2ccccc2c2cc(NC(=O)Cc3ccc(S(=O)(=O)N4CCOCC4)s3)ccc21 as listed: S3 lipid droplet = ?; S3 lipid droplet cell count max = .

Going on with the list.
SMILES	S3 lipid droplet	S3 lipid droplet cell count max
Cc1ccc(S(=O)(=O)N2CCOCC2)cc1C(=O)N1CC(C)OC(C)C1 (centres undefined)	16%	14
COc1ccc(-n2cnc3c(sc4nccc(N(C)C)c43)c2=O)cc1	i	-24
CCNCC(=O)N1c2ccccc2CCc2ccc(NC(C)=O)cc21	3%	1
Cc1c(C(=O)N/N=C/c2ccoc2)cccc1[N+](=O)[O-]	?	.
CCOC(=O)c1c(NC(=O)CN2C(=O)NC3(CCC(CC)CC3)C2=O)sc(C)c1-c1ccc(C)cc1 (centres undefined)	1%	3
CCOC(=O)CNC(=O)N1CCC(CCC(=O)N(C)Cc2ccccc2)CC1	?	.
CC(=O)c1cc(Cl)ccc1OCc1cccc(S(=O)(=O)N2CCOCC2)c1	i	-22
CC(C(=O)NC1CCCc2ccccc21)N1CCN(Cc2ccc3c(c2)OCO3)CC1 (centres undefined)	22%	-19
NC(=O)c1c(/N=C/c2cccs2)sc2c1CCCC2	?	.
Cc1ccc(C(C)NC(=O)Cc2cccs2)c(C)c1 (centres undefined)	?	.
CCOC(=O)C1(CCOc2ccccc2)CCN(Cc2cccs2)CC1	-10%	-13
CC1Cc2ccccc2N1C(=O)CSCC(=O)O (centres undefined)	8%	10
O=C(C1CCCN(Cc2nc(-c3ccc(Cl)cc3)no2)C1)N1CCOCC1 (centres undefined)	3%	7
COC(=O)Nc1nc2ccc(Br)cc2s1	10%	5
COc1ccc(OC)c2c(C)cc(N3CCCN(C)CC3)nc12	3%	-1
COCc1cc(C(C)=O)ccc1OC	?	.
COc1cc(CO)c(Br)cc1OCC(N)=O	?	.
N#C/C(=C(/O)c1ccc([N+](=O)[O-])s1)c1nc2ccccc2[nH]1	-17%	8
Cc1cc(C)n2nc(SCc3nc4ccccc4[nH]3)nc2n1	i	.
COc1ccc(S(=O)(=O)N(C)CC(=O)N2CCOCC2)cc1Cl	i	12
CC(=O)c1c(C)oc2ccc(N(C(=O)C3CCCCC3)S(=O)(=O)c3cc([N+](=O)[O-])ccc3C)cc12	17%	10
CCOc1ccccc1-n1c(SCC(=O)NCc2ccco2)nnc1-c1ccncc1	?	.
O=C(/C=C/c1ccccc1)N1CCN(c2ccc([N+](=O)[O-])c(N3CCOCC3)c2)CC1	-8%	-4
CCc1ccccc1OCC(=O)Nc1nc(-c2cccnc2)cs1	?	.
COc1cc(C#N)ccc1OCC(=O)NCc1cccs1	i	.
CC(C)CC[n+]1ccn(C2=C([O-])c3ccccc3C(=O)/C2=N\S(=O)(=O)c2ccccc2)c1	?	.
Clc1cccc(CSC2=NCCCN2)c1	5%	-7
COc1ccc(N(C(=O)c2ccncc2)S(=O)(=O)c2ccc(OC)c(OC)c2)cc1	?	.
